Assay outcomes deposited in PubChem BioAssay by National Center for Advancing Translational Sciences (NCATS).
JMJD2A Tudor inh: inhibitors of human JMJD2A Tudor domain | AlphaScreen JMJD2A-Tudor / H3K4me3 peptide binding | Potency, µM (titrated, usually from 114 µM), without a hit: at the highest dose activity change, negative = inhibition, hits mostly inhibitors | 390,000 compounds, 4.4% hits; note: potency is the fitted concentration of half-maximal effect; % is set by controls: 0 for no effect and ±100 for the full control effect; nearly all actives have a fitted effect of over 50% in size
PI4K2A block: blocks human PI4K2A kinase activity. Q9BTU6. purified PI4K2A, ADP-Glo luminescence, 1 h; active compounds read low. activity change, negative = inhibition, % at 76.9 µM. 420,000 compounds, 0.13% hits; in the data active = activity change below about -50%; inconclusive = mostly about -30% to -49%;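 note: -100% = wells without enzyme as full effect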
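Compounds are screened against recombinant PI4K2A using PI as substrate and ATP, the latter dispensed at 300 microM. Reactions run one hour at ambient temperature before ADP-Glo detection; full inhibition defined by wells lacking enzyme.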
BAZ2B inh: inhibitors of human BAZ2B bromodomain. AlphaScreen BAZ2B-H3K14Ac peptide displacement. Q9UIF8. Potency, µM (titrated, usually from 114 µM), for the others: at the highest dose activity change, negative = inhibition, usual class: inhibitors. 360,000 compounds, 4.4% hits; note: potency is the fitted concentration of half-maximal effect; % is set by controls: 0 for no effect and ±100 for the full control effect; nearly all actives have a fitted effect of over 60% in size
Target sequence (Q9UIF8 whole entry, looked up): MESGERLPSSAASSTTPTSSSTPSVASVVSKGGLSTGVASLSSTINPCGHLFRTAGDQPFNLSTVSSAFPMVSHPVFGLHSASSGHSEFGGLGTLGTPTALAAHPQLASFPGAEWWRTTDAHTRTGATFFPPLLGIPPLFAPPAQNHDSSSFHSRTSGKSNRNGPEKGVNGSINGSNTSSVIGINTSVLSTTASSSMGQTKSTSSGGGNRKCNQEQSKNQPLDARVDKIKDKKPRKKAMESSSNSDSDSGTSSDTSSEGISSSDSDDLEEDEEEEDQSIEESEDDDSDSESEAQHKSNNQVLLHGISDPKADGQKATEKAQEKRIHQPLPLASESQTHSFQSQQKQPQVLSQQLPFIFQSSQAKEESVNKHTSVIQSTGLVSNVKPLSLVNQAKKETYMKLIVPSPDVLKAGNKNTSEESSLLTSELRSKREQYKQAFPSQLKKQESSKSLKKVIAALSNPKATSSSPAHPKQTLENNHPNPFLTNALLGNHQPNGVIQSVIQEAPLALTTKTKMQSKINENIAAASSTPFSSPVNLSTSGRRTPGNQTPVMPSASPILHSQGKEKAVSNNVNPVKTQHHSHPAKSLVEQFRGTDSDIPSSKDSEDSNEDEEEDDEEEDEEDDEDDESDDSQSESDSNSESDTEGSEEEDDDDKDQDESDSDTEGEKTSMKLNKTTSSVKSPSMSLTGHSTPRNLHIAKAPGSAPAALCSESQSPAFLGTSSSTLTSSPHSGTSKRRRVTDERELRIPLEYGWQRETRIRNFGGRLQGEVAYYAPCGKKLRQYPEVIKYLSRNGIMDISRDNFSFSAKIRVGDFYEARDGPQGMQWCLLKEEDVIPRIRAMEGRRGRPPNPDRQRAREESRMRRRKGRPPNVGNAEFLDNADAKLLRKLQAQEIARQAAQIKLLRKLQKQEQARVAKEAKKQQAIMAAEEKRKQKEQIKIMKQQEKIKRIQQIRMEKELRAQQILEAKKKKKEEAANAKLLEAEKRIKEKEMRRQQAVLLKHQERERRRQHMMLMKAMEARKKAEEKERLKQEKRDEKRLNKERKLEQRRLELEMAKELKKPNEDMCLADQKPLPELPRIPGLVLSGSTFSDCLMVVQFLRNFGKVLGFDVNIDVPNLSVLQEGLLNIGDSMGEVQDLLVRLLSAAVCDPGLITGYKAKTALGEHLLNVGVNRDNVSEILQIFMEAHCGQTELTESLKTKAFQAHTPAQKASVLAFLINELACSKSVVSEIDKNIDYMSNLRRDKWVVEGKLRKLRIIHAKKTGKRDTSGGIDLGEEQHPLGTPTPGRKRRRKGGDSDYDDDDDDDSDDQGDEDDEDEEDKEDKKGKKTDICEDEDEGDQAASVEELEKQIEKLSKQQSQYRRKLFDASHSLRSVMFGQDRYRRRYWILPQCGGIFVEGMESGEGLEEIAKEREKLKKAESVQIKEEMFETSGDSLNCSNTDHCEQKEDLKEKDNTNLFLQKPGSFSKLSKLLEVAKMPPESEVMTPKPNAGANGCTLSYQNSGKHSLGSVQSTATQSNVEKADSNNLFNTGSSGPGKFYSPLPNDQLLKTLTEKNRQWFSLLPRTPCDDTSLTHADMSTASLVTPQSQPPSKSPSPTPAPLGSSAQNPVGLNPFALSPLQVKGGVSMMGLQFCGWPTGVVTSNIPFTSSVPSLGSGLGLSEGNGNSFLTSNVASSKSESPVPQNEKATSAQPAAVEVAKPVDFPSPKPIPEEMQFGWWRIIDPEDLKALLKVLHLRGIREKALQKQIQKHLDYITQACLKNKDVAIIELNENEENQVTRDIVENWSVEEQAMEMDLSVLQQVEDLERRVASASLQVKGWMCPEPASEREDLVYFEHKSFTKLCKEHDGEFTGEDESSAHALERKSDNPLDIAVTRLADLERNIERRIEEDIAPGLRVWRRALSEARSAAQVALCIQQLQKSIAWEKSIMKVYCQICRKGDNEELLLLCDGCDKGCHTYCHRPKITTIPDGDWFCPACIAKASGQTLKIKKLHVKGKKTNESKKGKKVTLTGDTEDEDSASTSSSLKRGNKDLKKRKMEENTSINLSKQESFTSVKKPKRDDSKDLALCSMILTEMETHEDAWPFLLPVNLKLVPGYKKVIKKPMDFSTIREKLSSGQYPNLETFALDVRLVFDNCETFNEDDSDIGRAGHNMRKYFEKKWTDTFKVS
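AlphaScreen displacement of biotin-H3(5-23)K14Ac peptide (50 nM final) from BAZ2B (50 nM final) in PBS pH 7.4, 0.01% Tween-20; complex preformed 30 min RT, then compounds (top 110 uM) 30 min RT, beads 20 min dark.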
G9a inh: inhibitors of human histone lysine methyltransferase G9a; G9a H3K9 monomethylation, AlphaScreen, 2 h; Potency, µM (doses to about 102 µM), for the others: top-dose activity, negative = inhibition, usual class: inhibitors; 350,000 compounds, 8.8% hits; note: potency is the fitted concentration of half-maximal effect; % is set by controls: 0 for no effect and ±100 for the full control effect; nearly all actives have a fitted effect of over 75% in size
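Signal arises when biotinylated H3K9 peptide, once monomethylated, bridges streptavidin donor and antibody-captured acceptor beads. Enzyme at 20 nM was preincubated 15 min with test compounds; peptide 500 nM and SAM 20 uM then reacted for 2 h.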
Tb PGK inh: T. brucei PGK inhibition; P07378; PGK/GAPDH coupled, Kinase-Glo luminescence, 60 min; Potency, µM (doses to about 57.5 µM), without a hit: at the top dose activity change, negative = inhibition, actives largely listed as inhibitors; 380,000 compounds, 0.043% hits; AID 602233; note: potency is the fitted concentration of half-maximal effect; % is set by controls: 0 for no effect and ±100 for the full control effect; nearly all actives have a fitted effect of over 60% in size
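Luminescent ATP detection (Kinase-Glo Plus) follows a 60-minute room-temperature incubation, with wells lacking PGK as controls. Buffer: 100 mM TEA (pH 7.6), 5 mM MgCl2, 0.01% Tween-20. Coupling enzyme GAPDH (100 nM final) supplies unstable 1,3-BPG in-well.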
Pin1 inh: blocks the human prolyl isomerase Pin1; Pin1 FP peptide displacement, HiFluor488, 10 min; Potency, µM (titrated, usually from 115 µM), without a hit: at the highest dose activity, negative = inhibition, hits mostly inhibitors; Q13526; 390,000 compounds, 0.009% hits; active = well fitted inhibition curve with a large enough effect in the polarisation, with a control signal flat, not every such curve was filed as active; inconclusive = small, poorly fitted or top-dose-only effect, or effect the other way, or a change in a side signal; inactive = no such curve, though single readings can be large or run the other way; the % refers to the polarisation; note: potency is the fitted concentration of half-maximal effect; % is set by controls: 0 for no effect and ±100 for the full control effect
HP1b chromo inh: HP1-beta chromodomain-methylated histone interaction inhibition. P83916. AlphaScreen HP1-beta / biotin-H3K9me3 peptide binding. Potency, µM (series often up to 114 µM), without a hit: at the highest dose activity change, negative = inhibition, usual class: inhibitors. 390,000 compounds, 0.56% hits. AID 540317; note: potency is the fitted concentration of half-maximal effect; nearly all actives have a fitted effect of over 70% in size; inactives centre near 23
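AlphaScreen: HP1-beta (50 nM) preformed 30 min with biotin-H3(1-18)K9me3 peptide (50 nM) in PBS pH 7.4, 0.01% Tween-20. Compound added for 30 min at RT, then streptavidin donor/nickel chelate acceptor beads (10 ug/mL) for 30 min.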
GLS inh: blocks human kidney-isoform glutaminase activity; O94925; GLS enzymatic activity, qHTS titration; Potency, µM (doses to about 45.5 µM), for the others: at the highest dose activity change, negative = inhibition, hits mostly inhibitors; 410,000 compounds, 0.21% hits; AID 624170; note: potency is the fitted concentration of half-maximal effect; % is set by controls: 0 for no effect and ±100 for the full control effect
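Coupled fluorescence readout: glutamate oxidase/HRP/Amplex Red detect glutamate formed by hKGA from L-glutamine (1 mM solution added). Buffer 45 mM KH2PO4 pH 8.2, 0.02% Tween-20; reads at t0 and 30 min RT.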
Pol eta inh: inhibitors of human DNA polymerase eta. Q9Y253. recombinant Pol eta, fluorescent DNA replication assay. Potency, µM (doses to about 114 µM), for inactives: at the highest dose activity change, negative = inhibition, most hits filed as inhibitors. 390,000 compounds, 1.2% hits; note: potency is the fitted concentration of half-maximal effect; % is set by controls: 0 for no effect and ±100 for the full control effect
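Fluorescent replication assay: 50 nM final substrate added after a 15 min room-temperature compound preincubation with 10 nM enzyme. Signal taken at 0 min and again at 10 min.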
Active calls of the source: *; i = inactive; ? = inconclusive; . = no result given; [ ] = another dose, or the depositor's remark. Unless noted, calls come from the whole dose curve; as a rule, active = well fitted curve in the direction sought with a large enough effect; inconclusive = small, poorly fitted or top-dose-only effect, or another doubt; inactive = no such curve, though single readings can be large; an effect the other way counts as inactive or inconclusive. These rows are one share of the data (hit frequency here may not be typical).

Results follow in this order: JMJD2A Tudor inh, PI4K2A block, BAZ2B inh, G9a inh, Tb PGK inh, Pin1 inh, HP1b chromo inh, GLS inh, Pol eta inh
CCCCNC(=S)N1CCN(c2ccccc2Cl)CC1
  11%[57.1 µM], -7, 13%, 2%, 4%, -3%, 71%[activator], -1%, -24%
Cc1nnc(NCCO)c2ccccc12
  -5%, -2, 6%, -5%, ., -7%, 45%[activator], -6%, -6%
CCCC/C(O)=C1\C(=O)CCCC1=NCCc1c(C)[nH]c2ccc(OC)cc12
  ?, 6, ?, 71µM*, -5%, -4%, -24%, 1%, -24%
Cc1ccc(NS(=O)(=O)c2cnc(N)nc2)c(C)c1
  -14%, -4, 0%, -6%[59 µM], 0%, -9%, 9%[57 µM], 5%, -10%
CCc1ccccc1N(CC)C(=O)CCc1nc(-c2ccc(C)cc2)no1
  46%[activator], 1, 115%[activator], 77%[59 µM], i, 4%, 89%[activator], 5%, -9%
O=C(CN1CCS(=O)(=O)CC1)N/N=C/c1cccc(C(F)(F)F)c1
  -7%, 2, 2%, 3%, -1%, -7%, 25%, 3%, 3%
CCCc1c(C(=O)Nc2ccc(F)cc2C)cnn1-c1ccccc1
  -10%, -9, 3%, 14%, -1%, 2%, 45%[activator], -9%, -9%
FC(F)(F)c1cc(N2CCN(Cc3ccccc3)CC2)c2ccccc2n1
  3%, -2, -9%, ., 4%, 1%, 96%[activator], 6%, -16%
O=C(CSCc1ccccc1)N=Nc1c(O)[nH]c2ccccc12
  -24%, -6, 1%, 8%, -6%, ?, 21%, 8%, -10%
Cc1cc(C(=O)N/N=C/c2ccc(C)o2)c2ccccc2n1
  -8%, 7, -8%, ?, -3%, -7%, 36%, 3%, -16%
CN1C(=O)N(C)C2CC1N(C)C(=O)N2C
  -13%, 10, 3%, 5%[12.7 µM], -6%, -3%, 5%, 3%, -11%
O=C(CCS(=O)(=O)c1cc2c(cc1Cl)NC(=O)CO2)NCc1ccc(F)cc1
  4%, 1, 0%, 15%, -7%, -3%, 44%[activator], -3%, -6%
COc1cccc(CNC(=O)c2ccc(C)c(S(=O)(=O)N3CCCCC3)c2)c1
  -7%, 1, -3%, 12%[0.501 µM], 3%, 0%, 28%, 0%, -27%
O=C(/C=C/c1ccc([N+](=O)[O-])cc1)c1cccnc1
  ?, 2, 0%, ?, -5%, -9%, 18%, 5%, -1%
Cc1ccc(S(=O)(=O)NC(CC(=O)n2nc(C)cc2C)c2ccccc2)cc1 (centres undefined)
  -7%, 2, -3%, 20%, 0%, 1%, 16%, 6%, -15%
Cc1ccc2c(c1)N(C(=O)CCC(=O)Nc1ccc(F)cc1F)CC(C)O2 (centres undefined)
  -22%, 1, -13%, 3%[59 µM], 8%, 3%, 21%, -4%, -9%
Cc1cc(N2CCN(c3ccc(C(F)(F)F)cc3[N+](=O)[O-])CC2)c2ccccc2n1
  45µM*, 1, 25µM*, ., -10%, ?, -26%, -1%, -28%
CC1(c2ccccc2)NC(=O)N(CC(=O)Nc2cc(C(F)(F)F)ccc2N2CCCCC2)C1=O (centres undefined)
  -26%, -2, ., ., -2%, -7%, 12%, -8%, -16%
Cc1nnsc1C(=O)Nc1ccc(S(=O)(=O)N2CCCC(C)C2)cc1 (centres undefined)
  -12%, -4, -24%, -8%, i, -5%, 33%, -16%, -5%
Cc1csc(C(C)N(C)C(=O)c2ccc(OC3CCN(Cc4ccccn4)CC3)cc2)n1 (centres undefined)
  -24%, 3, ?, 71µM*, i, -14%, 8%, 0%, -11%
COc1ccc(C2CC(C(F)(F)F)n3nc(C(=O)NCc4c(C)nn(C)c4C)c(Cl)c3N2)cc1 (centres undefined)
  -27%, 0, 3%, -40%[12.7 µM], ., 1%, 11%, 0%, 4%
COc1ccccc1NC(=O)N(C)C[C@H]1OCc2cnnn2CCCC(=O)N([C@H](C)CO)C[C@H]1C
  ., -7, ., ., 1%, ., ., 15%, -9%
CC(NC(=O)Cc1ccc(NC(=O)N2CCSc3ncccc32)cc1)c1ccccc1 (centres undefined)
  -6%, -2, -13%, ?, i, 0%, 36%, -6%, -12%
O=C(CSCc1ccccc1)NCCc1ccc(F)cc1
  -4%, -3, -2%, ., i, -3%, 57%[activator], 4%, -18%
CC(=O)Nc1cccc(NC(=O)CCNC(=O)c2ccccc2)c1
  -19%, -2, -28%, -18%, -7%, -14%, -4%, -6%, -5%
CC1CCN(S(=O)(=O)c2ccc3c(c2)N(CC(=O)NCCCN2CCCC(C)C2)C(=O)CO3)CC1 (centres undefined)
  -9%, -6, -33%[57.1 µM], 50%, i, -3%, 57%, -3%, -8%
CCCN(CCC)CCCNC(=O)CC(C(=O)N1CCc2ccccc21)n1ccnc1 (centres undefined)
  -12%, 0, 1%, 10%, -5%, -16%, 27%, 2%, -11%
COc1ccc(-c2cc(C)no2)cc1S(=O)(=O)N1CC(C)Oc2ccccc21 (centres undefined)
  -18%, 2, ?, -20%[59 µM], -9%, 13%, 14%, -11%, -8%
O=C(NC1CCCCCCC1)c1cc(-c2ccccn2)nc2ccccc12
  ?, 4, -13%, 27%, -5%, -2%, 5%, 5%, -22%
O=C(NCc1ccncc1)c1c(F)c(F)c(F)c(F)c1F
  4%, 1, 11%, -22%[59 µM], -9%, 8%, 26%, 0%, 4%
CCN1CCN(c2ccc(S(=O)(=O)N3CCCCC3)cc2NC(=O)c2ccc([N+](=O)[O-])o2)CC1
  ?, -6, -32%, 35µM*, -9%, 8%, ?, 1%, -18%
CCOC(=O)c1cc(C)n(CC2CCC(C(=O)Nc3cccc(C(C)=O)c3)CC2)c1C (centres undefined)
  -7%, -2, -28%, ?, 9%, -1%, 14%, -13%, -8%
COC(=O)c1ccc(CSc2nc3ccccc3c(=O)n2N)cc1
  -5%, -6, 2%, 12%, -9%, -8%, 92%[activator], 6%, -10%
CC(C1CC1)N(Cc1ccccc1)C(=S)Nc1ccccc1 (centres undefined)
  -18%, -7, -1%, 14%, -15%, -1%, 46%[activator], 0%, 1%
Cc1nnc(NC(=O)C2CCN(C(=O)c3ccco3)CC2)s1
  -4%, 1, 4%, ?, 1%, -1%, -13%, -2%, 9%
CCN(CC)CCN=CC1=C(O)CNC1=O
  -22%, 4, -1%, 18%[59 µM], -4%, -6%, 12%, 5%, 2%
COC(=O)c1ccc(N/C=C/C(=O)c2ccccc2)cc1
  -13%, -12, -38%, -2%, -17%, -9%, 28%, -5%, -1%
COc1cccc(C2=NCCc3cc4c(cc32)OCO4)c1OC
  -8%, 0, -5%, 11%, -5%, -1%, 14%, 10%, -3%
CCN(CC)C(=O)[C@H]1C[C@H](CC(=O)NCCc2ccccn2)C(=O)N2CCc3c([nH]c4cc(CCC(=O)N(C)C)ccc34)[C@]12C
  -13%, -1, ., ., -2%, -5%, 13%, 2%, -17%
COC(=O)c1sc(S(=O)(=O)NCc2ccccc2)c(C(=O)OC)c1C
  1%, -1, 2%, 20%[59 µM], -5%, 2%, 16%, 0%, -9%
CCNC(=O)/C(=C\c1ccccc1)NC(=O)/C=C/c1ccccc1
  -5%, 0, -2%, ?, -2%, 3%, 16%, -3%, -4%
COC(=O)c1ccc(CSc2nnc3c(Cl)cc(Cl)cn23)o1
  -10%, -5, -5%, ?, ., -14%, 13%, -15%, -4%
CNC(=O)c1cccc2cccc(Sc3ccccc3C(=O)O)c12
  -11%, 1, -1%, ., 1%, 11%, 35%, 4%, -14%
COc1cccc(NC(=O)Nc2cc(-c3cn4cccnc4n3)ccc2C)c1
  ?, -2, -37%, ?, -5%, 19%, 5%, -9%, -28%
Cc1ccc2oc(C(=O)NCC(c3ccco3)N(C)C)c(C)c2c1 (centres undefined)
  -7%, 0, -22%[57.1 µM], -4%, -6%, 0%, 33%, 6%, 1%
Cc1ccnc2c1ccc1cccnc12
  5.6µM*, 2, 2.8µM*, 13µM*, -1%, -1%, 43%[activator], -1%, 4%
Cc1ccc(-c2nn(CC(=O)N(C)C)c(=O)c3ccccc23)cc1S(=O)(=O)N(C)C
  -13%, 5, -14%, ?, 1%, -5%, 32%, 2%, -16%
O=C(C1CCCCC1)N1CCC(O)(c2ccc(Cl)cc2)CC1
  -6%, -6, -2%, -36%, i, -3%, 16%, -5%, -10%
CCCCC(CC)CNC(=O)CN1C(=O)CSc2ccc(S(=O)(=O)N3CCOCC3)cc21 (centres undefined)
  -15%, -4, 3%, 6%[59 µM], -9%, -8%, 7%, 3%, -23%
COc1cccc(NS(=O)(=O)c2ccc3c(c2)n(C)c(=O)n3C)c1
  -3%, -1, ?, -1%[59 µM], ., 0%, 41%[activator], -2%, .
N#C/C(=C\c1ccc(-c2ccccc2Cl)o1)C(=O)Nc1nc2ccccc2s1
  -32%, -1, -1%, 10%[59 µM], i, ?, 14%, -4%, ?
COC(=O)c1ccccc1NS(=O)(=O)c1ccc(Cl)nc1
  8%, -3, 1%, 3%, -13%, -3%, 49%[activator], -6%, -3%
O=C(CN1C(=O)S/C(=C\c2ccc(O)cc2)C1=O)c1ccccc1
  -29%, -8, -31%, -22%, -12%, 6%, 37%, 10%, -19%
c1ccc(CCNc2ncnc3ccccc23)cc1
  1%, 2, -21%, 10%, 0%, 0%, 24%, 2%, 9%

Ordered by the number under G9a inh (ascending): 3 from the list above.
SMILES	G9a inh
O=C(CN1C(=O)S/C(=C\c2ccc(O)cc2)C1=O)c1ccccc1	-22%
Cc1ccc2oc(C(=O)NCC(c3ccco3)N(C)C)c(C)c2c1 (centres undefined)	-4%
c1ccc(CCNc2ncnc3ccccc23)cc1	10%
